Assay outcomes (PubChem BioAssay)
GSK3beta inhib = inhibitors of human GSK3beta kinase; AID 2097; GST-GSK3beta kinase, ADP-Glo luminescence, 60 min; stronger effect = lower value; activity score (negative = inhibition), % at 10 µM; actives 0.038% (n = 300,000); P49841;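 active = more than half of replicate wells score below -50%, meaning over 50% inhibition versus plate controls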;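 also: 0% = median DMSO wells and -100% = median GW8510 positive control wells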
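test system = GST-tagged human GSK3beta kinase, cell-free | reagent = 25 µM ATP with peptide substrate | dosing = one dose of 10 µM per compound | schedule = 60 min reaction, RT | detection = luminescent ADP-Glo measurement of ADP formed | control set = DMSO neutral wells and GW8510 at 20 µM as positive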
GSK3 alpha inh = blocks human GSK-3 alpha kinase | P49840 | ADP-Glo luminescence, 60 min | inhibition, % at 10 µM | actives 0.1% (n = 320,000) | AID 2650;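 in the data active = inhibition above about 50%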;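 also: GST-tagged GSK-3 alpha with peptide substrate and 25 µM ATP; 0% = DMSO neutral wells and 100% = GW8510 positive control wells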
HDAC3 inhib = blocks human histone deacetylase 3; actives 0.15% (n = 320,000); O15379; AID 2718; recombinant HDAC3, fluorogenic peptide/trypsin coupled, fluorescence; inhibition, % at 8.3 µM; in the data active = inhibition above about 26%, passing the limit was not always enough
DYRK1A inh = Dyrk1A (rat) kinase inhibition; AID 504441; actives 0.43% (n = 310,000); ADP-Glo luminescence, NFATc1 peptide; inhibition, % at 12.5 µM; in the data active = inhibition above about 50%;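 also: plate controls were vehicle with enzyme for no effect and no enzyme for full effect; many of its hits are not listed in these tables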
KCNK9 inh = inhibitors of human KCNK9 two-pore domain potassium channel; AID 488922; Q9NPC2; HEK293 KCNK9, FluxOR thallium flux fluorescence; stronger effect = lower value; actives 1.2% (n = 310,000); B-score at 10 µM;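 active = ratio B-score over 3 SD below the library mean, with starting fluorescence within 5 SD of its mean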;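 also: negative B-score means less thallium flux so channel inhibition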
Target sequence (Q9NPC2 whole entry, looked up, the tested form may be a part): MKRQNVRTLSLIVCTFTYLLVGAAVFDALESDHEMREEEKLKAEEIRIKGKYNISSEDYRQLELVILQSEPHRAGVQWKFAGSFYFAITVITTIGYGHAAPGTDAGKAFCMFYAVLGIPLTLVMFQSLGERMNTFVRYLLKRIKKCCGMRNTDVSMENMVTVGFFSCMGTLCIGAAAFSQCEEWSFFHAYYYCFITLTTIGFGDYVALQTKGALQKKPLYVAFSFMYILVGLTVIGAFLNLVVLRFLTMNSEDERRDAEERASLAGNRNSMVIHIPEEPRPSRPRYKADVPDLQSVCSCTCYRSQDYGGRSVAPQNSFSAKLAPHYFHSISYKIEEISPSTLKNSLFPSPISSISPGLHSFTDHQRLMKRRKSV
KCNQ1 inh = blocks the human KCNQ1 potassium channel. P51787. actives 1.3% (n = 310,000). AID 2642. CHO-K1 KCNQ1, FluxOR thallium flux fluorescence; stronger effect = higher value. B-score at 10 µM;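 active = compounds whose thallium flux B-score, printed positive for inhibition, exceeds three library SD while starting fluorescence stays within three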;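 also: channel opened by potassium depolarization with thallium stimulus after 20 min compound exposure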
KCNK3 block = human KCNK3 channel inhibition, primary screen; actives 0.84% (n = 340,000); CHO-KCNK3 thallium flux, FluxOR fluorescence; stronger effect = lower value; AID 602410; B-score at 10 µM; O14649;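 active = B-score under library mean minus 4 SD, starting fluorescence ratio at most library mean plus 5 SD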;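 also: more negative B-score means stronger inhibition of thallium flux through KCNK3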
Target sequence (O14649 whole entry, looked up): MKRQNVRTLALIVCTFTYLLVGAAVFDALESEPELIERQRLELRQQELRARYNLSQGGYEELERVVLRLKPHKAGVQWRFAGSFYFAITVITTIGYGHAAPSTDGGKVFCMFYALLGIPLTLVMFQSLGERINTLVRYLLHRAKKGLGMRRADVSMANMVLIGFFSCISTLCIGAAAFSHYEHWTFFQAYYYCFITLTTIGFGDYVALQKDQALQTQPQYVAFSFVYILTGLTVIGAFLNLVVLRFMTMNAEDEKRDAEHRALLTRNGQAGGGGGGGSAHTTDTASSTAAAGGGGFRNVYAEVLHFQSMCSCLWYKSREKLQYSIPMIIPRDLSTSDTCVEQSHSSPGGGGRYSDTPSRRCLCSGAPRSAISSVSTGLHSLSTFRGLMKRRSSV
hERG rescue = shields human hERG channel from block by proarrhythmic agents | Q12809 | CHO-hERG, FluxOR thallium flux, dofetilide IC70 present | activation (rescue from dofetilide block), less the hit threshold, % at 10 µM | actives 0.51% (n = 310,000);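 active = activation above the mean of controls blocked by dofetilide plus 5 SD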;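 also: thallium influx through hERG after potassium depolarization seen as dye fluorescence rise; in these data hits start at about 4.7%; inactives centre near -7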
KCNQ1 act = human KCNQ1 channel potentiation or activation | CHO-K1 KCNQ1, thallium flux FluxOR fluorescence; stronger effect = higher value | AID 2648 | B-score at 10 µM | actives 0.35% (n = 310,000) | P51787;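 active = fluorescence ratio B-score, a plate-corrected score, at least three library SD, with initial intensity B-score within 5 SD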
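Schedule – 37 °C overnight plating, 90-min dark dye load, 20-min compound pretreatment · System – stable KCNQ1 CHO-K1 line · Probe or stimulus – thallium- and potassium-containing depolarizing buffer · Measured by – kinetic FluxOR fluorescence, 10 s baseline plus 110 s post-stimulus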
PolyA inh = blocks polyadenylation in yeast reporter cells; S. cerevisiae SKY197-pL101 polyadenylation reporter, beta-gal luminescence; efflux-impaired pdr1/pdr3 knockout yeast; score 100 = 6 SD above DMSO; calls only at 12 µM; actives 0.02% (n = 300,000);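 active = lowest replicate activity score at least 50, where 100 means six control SD above control mean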;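 also: yeast exposed to compound for 9 h at 30 °C; higher score means more reporter readthrough which indicates perturbed polyadenylation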
RGS4 pot = RGS4 potentiation or activation; actives 0.92% (n = 310,000); HEK293 M3R/inducible RGS4, carbachol calcium flux Fluo4; stronger effect = lower value; B-score at 10 µM;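 active = B-score of the integrated calcium signal more than 4 SD below the library mean, with starting fluorescence not abnormally high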;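 also: negative B-score means reduced calcium response which marks RGS4 activation or potentiation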
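Assay system: Inducible-RGS4 HEK293 cells carrying M3 receptor | Schedule: Compound preincubation 20 min at room temperature before agonist | Signal: Kinetic calcium fluorescence imaging with Fluo4-AM dye, 2 µM | Read-out basis: B score from integrated fluorescence ratio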
Starred values were filed as active, the others as inactive; i = inactive; x = not tested or not shown.

SMILES | GSK3beta inhib | GSK3 alpha inh | HDAC3 inhib | DYRK1A inh | KCNK9 inh | KCNQ1 inh | KCNK3 block | hERG rescue | KCNQ1 act | PolyA inh | RGS4 pot
Cn1ccc(/C=N/N=C2/NC(=O)CS2)n1 | 0.3 | -0.2 | 2.6 | 18.2 | i | i | i | -8.3 | i | i | i
Cc1cc(/C=C2/NC(=O)NC2=O)c(C)n1C | -1.9 | 8.6 | 2.4 | -0.2 | i | i | i | -2.2 | i | i | i
CCCC(C)C(=O)Nc1cc([N+](=O)[O-])ccc1F (centres undefined) | -0.4 | -0.4 | -3.7 | 0.3 | i | i | i | -2.2 | i | i | i
COc1ccc(Cl)cc1NC(=O)CN1C(=O)CSC1=O | 1.6 | -1.6 | -2.6 | 3.6 | i | i | i | -6.0 | i | i | i
C=CCNC(=O)/C(C#N)=C\c1cc(Cl)c(O)c(OCC)c1 | 4.1 | 1.9 | 13.4 | 4.5 | i | i | i | -5.6 | i | i | i
O=C(c1ccco1)N1CCN(C(=O)c2ccccc2[N+](=O)[O-])CC1 | -2.3 | -1.2 | 3.8 | -0.1 | i | i | i | -5.2 | i | i | i
CCN(c1ccccc1)S(=O)(=O)c1cc(C(=O)Nc2ccc(Br)cc2)ccc1F | 2.9 | -4.4 | 1.4 | -5.0 | i | i | i | -7.4 | i | i | i
COc1ccc(C(CC(=O)N2CCOCC2)c2c(OC)cc(OC)c3c(-c4ccccc4)cc(=O)oc23)cc1 (centres undefined) | 4.7 | -2.7 | 0.6 | -0.3 | i | i | i | -14.9 | i | x | i
CCOC(=O)N1CCN(C(=O)CSc2nnc(COc3ccccc3)o2)CC1 | 0.6 | -3.9 | 10.6 | 4.3 | i | i | i | -9.8 | i | i | i
OC(COC(c1ccccc1)c1ccccc1)CN1CCN(c2cccc(Cl)c2)CC1 (centres undefined) | 3.0 | 0.1 | 0.0 | -0.4 | i | i | i | -12.0 | i | i | i
C[C@H](NC(=O)Nc1cccc(C(F)(F)F)c1)C(=O)O | -0.4 | 0.6 | 0.2 | -0.4 | i | i | i | -6.7 | i | i | i
O=C(NCc1ccccc1)C(c1ccccc1)N(Cc1ccc2c(c1)OCO2)C(=O)Cc1cccs1 (centres undefined) | 0.7 | 0.8 | -0.4 | 10.1 | i | i | i | -6.7 | i | i | i
Cc1ccc(S(=O)(=O)N(C)C)cc1NC(=S)NC12CC3CC(CC(C3)C1)C2 | -2.6 | x | x | -1.6 | i | i | i | -8.6 | i | i | i
Cc1ccc(C(C)NC(=S)NC2CCCCC2)c(C)c1 (centres undefined) | 0.7 | 0.2 | -1.3 | -6.1 | i | i | i | -5.6 | i | i | i
Cc1ccccc1OC(=O)CCC(=O)OCCCC(F)(F)C(F)(F)F | 1.3 | -4.0 | -3.3 | -0.5 | i | i | i | -7.8 | i | i | i
O=C1NC(c2ccccc2O)Nc2ccccc21 (centres undefined) | 2.6 | 1.5 | -8.4 | x | i | i | i | -9.1 | i | i | i
C/C(=N\NC(=O)c1ccc2c(c1)OCCO2)c1ccccc1 | -4.0 | 16.0 | 16.0 | 0.8 | i | i | i | -6.8 | i | i | i
Cc1ccc2c(Cl)c(C)c(N3CCCCC3)nc2n1 | 1.3 | -0.5 | 2.5 | 1.6 | i | i | i | -6.0 | i | i | i
CC(=O)N(C)c1ccc(N=NC2C(=O)N(C(N)=S)N=C2C)cc1 (centres undefined) | -3.7 | 12.2 | -0.6 | 14.7 | i | i | i | -1.2 | i | i | i
O=C(CCNC(=O)OCc1ccccc1)NC1CCCCC1 | 0.0 | 1.3 | -3.0 | -3.6 | i | i | i | -4.3 | i | i | i
Cc1ccc(-c2cc(C(=O)N3CCOCC3)c3ccccc3n2)cc1 | -1.5 | 0.0 | -1.7 | 9.7 | i | i | i | -14.1 | i | i | i
Cc1c(/N=C/c2ccco2)n(Cc2ccccc2)c2ccccc12 | 2.4 | -2.5 | -2.0 | 1.3 | i | i | i | -13.9 | i | i | i
CC/C(=N\NC(=O)C(N)=O)c1ccccc1O | -3.4 | 0.6 | 5.7 | 9.1 | i | i | i | -9.2 | i | i | i
COc1ccc(N(CC(=O)Nc2ccc(Cl)cc2)S(=O)(=O)c2c(C)n[nH]c2C)cc1 | 2.4 | -0.4 | 3.4 | 0.2 | i | i | i | -6.0 | i | i | i
COC(=O)[C@@]12CCCCN1[C@H](c1ccc(-c3ccc(OC)cc3)cc1)[C@H]1C(=O)N(C)C(=O)[C@H]12 | -1.1 | -3.5 | 14.2 | 11.3 | i | i | i | -7.2 | i | i | i
Going on with the list:
SMILES | GSK3beta inhib | GSK3 alpha inh | HDAC3 inhib | DYRK1A inh | KCNK9 inh | KCNQ1 inh | KCNK3 block | hERG rescue | KCNQ1 act | PolyA inh | RGS4 pot
Cc1c2cnn(CC(=O)O)c(=O)c2c(C)n1Cc1ccccc1 | -0.1 | 0.2 | -0.2 | 0.2 | i | i | i | -9.5 | i | i | i
COc1cccc(-c2csc(N3CCN(C(=S)Nc4ccccc4)CC3)n2)c1 | 4.4 | -1.0 | 11.7 | -7.0 | i | i | i | 1.1 | i | i | i
C=C(C)CC(NCCc1ccccc1)c1ccco1 (centres undefined) | 0.3 | x | x | 3.6 | i | i | i | -4.8 | i | i | i
O=P(c1ccccc1)(c1ccccc1)C1CCCO1 (centres undefined) | -5.6 | 0.7 | 8.3 | x | i | i | i | -10.9 | i | x | i
CCC(=O)c1ccc(OCC(O)CN2CCc3ccccc3C2)cc1 (centres undefined) | x | -0.9 | 3.8 | -3.7 | i | i | i | -9.3 | i | i | i
Cc1[nH]c(=O)[nH]c(=O)c1S(=O)(=O)N1CCCC(C(=O)NCCC2=CCCCC2)C1 (centres undefined) | -2.5 | -1.3 | 3.6 | -1.3 | i | i | i | -6.5 | i | i | i
O=C(N=C1SC2CS(=O)(=O)CC2N1c1ccc(F)c(Cl)c1)C1CCCO1 (centres undefined) | 0.7 | 0.7 | 0.3 | x | i | i | i | -4.7 | i | i | i
CCOC(=O)c1c(NC(=O)CSc2ncnc3ccccc23)sc(C(C)=O)c1C | -2.6 | x | 4.4 | 6.0 | i | i | i | -4.7 | i | x | i
Cc1ccc(N2C(=O)N(c3ccc(C)cc3)C3CS(=O)(=O)CC32)cc1 (centres undefined) | 1.6 | -1.2 | -3.2 | 0.6 | i | i | i | -14.3 | i | i | i
CCc1ccccc1N(C(=O)c1snc(C(N)=O)c1N)C(C(=O)NCC1CCCO1)c1ccc(N(C)C)cc1 (centres undefined) | 1.2 | x | x | -5.4 | i | i | i | -6.8 | i | i | i
O=C(NCc1nnc(SCc2ccc(F)cc2)n1-c1ccccc1)C12CC3CC(CC(C3)C1)C2 | 1.8 | -1.8 | 1.6 | -0.2 | i | i | i | -4.6 | i | i | i
COc1ccc(NC(=O)Cn2nnc(C(=O)Nc3ccc(F)c(Cl)c3)c2N)cc1OC | -5.2 | 0.5 | -9.8 | -3.8 | i | i | i | -9.5 | i | x | i
Cc1ccc(CN2C(=O)CCC2C(=O)N2CCN(c3ccc(F)cc3)CC2)cc1 (centres undefined) | -2.1 | -0.6 | -4.8 | 10.7 | i | i | i | -1.5 | i | i | i
O=C(Nc1ccccc1Cl)N1CCN(c2ccc3nnc(-c4ccccc4)n3n2)CC1 | 0.7 | -2.9 | -5.3 | 12.6 | i | i | i | -22.0 | i | i | i
CCCC(=O)NCCCc1nc2ccccc2n1C(C)C | -0.5 | -0.1 | x | 5.2 | i | i | i | -7.7 | i | i | i
Cc1ccc(C)c(NC(=O)CSc2nnc(CCCCCNC(=O)OC(C)(C)C)o2)c1 | 2.7 | -0.1 | 10.4 | 2.8 | i | i | i | -21.4 | i | i | i
CN(Cc1ccccc1)C(=O)CN(c1ccc(F)cc1)S(=O)(=O)c1ccc2c(c1)OCCO2 | 0.8 | 8.9 | 9.5 | 3.9 | i | i | i | -3.8 | i | i | i
Cc1ccc(N=C(NO)c2nonc2N)c(C)c1 | 2.0 | -1.1 | 2.1 | 2.9 | i | i | i | -3.2 | i | i | i
OC(COCc1ccccc1)CN1CCN(Cc2ccc3c(c2)OCO3)CC1 (centres undefined) | 0.6 | 4.7 | 6.0 | 3.2 | i | i | i | -2.1 | i | i | i
Cc1ccsc1/C=N/NC(=O)CN1CCN(Cc2ccccc2)CC1 | -0.2 | 10.3 | 2.7 | 8.3 | i | i | i | -11.3 | i | i | i
COc1cccc(/C=N/N2CCN(c3ccncc3S(=O)(=O)N3CCCCC3)CC2)c1 | -0.5 | -2.5 | 0.0 | -0.1 | i | i | i | -7.5 | i | i | i
O=C(CN(Cc1ccccc1)C(=O)CCC(=O)Nc1nccs1)NCc1ccco1 | 3.4 | -0.4 | -4.3 | 1.8 | i | i | i | -3.3 | i | i | i
O=C(C1CC1)N1CCC(C(O)(c2ccccc2)c2ccccc2)CC1 | 0.5 | -1.3 | -5.7 | x | i | i | i | -16.7 | i | i | i
COc1ccc(N(Cc2cc3ccc(C)cc3[nH]c2=O)S(=O)(=O)c2ccccc2)cc1 | -0.8 | -1.3 | 17.8 | 1.3 | i | i | i | -3.0 | i | i | i
Cc1ccc(OCCN(C)C(=O)C2CCC(=O)N(CCCN3CCCC3=O)C2)cc1 (centres undefined) | 1.5 | 2.9 | -5.4 | 0.7 | i | i | i | -6.5 | i | i | i

5 structures from above, arranged by length of the SMILES, ascending.
SMILES | GSK3beta inhib | GSK3 alpha inh | HDAC3 inhib | DYRK1A inh | KCNK9 inh | KCNQ1 inh | KCNK3 block | hERG rescue | KCNQ1 act | PolyA inh | RGS4 pot
O=C1NC(c2ccccc2O)Nc2ccccc21 (centres undefined) | 2.6 | 1.5 | -8.4 | x | i | i | i | -9.1 | i | i | i
COc1ccc(Cl)cc1NC(=O)CN1C(=O)CSC1=O | 1.6 | -1.6 | -2.6 | 3.6 | i | i | i | -6.0 | i | i | i
C/C(=N\NC(=O)c1ccc2c(c1)OCCO2)c1ccccc1 | -4.0 | 16.0 | 16.0 | 0.8 | i | i | i | -6.8 | i | i | i
Cc1ccc(-c2cc(C(=O)N3CCOCC3)c3ccccc3n2)cc1 | -1.5 | 0.0 | -1.7 | 9.7 | i | i | i | -14.1 | i | i | i
O=C(Nc1ccccc1Cl)N1CCN(c2ccc3nnc(-c4ccccc4)n3n2)CC1 | 0.7 | -2.9 | -5.3 | 12.6 | i | i | i | -22.0 | i | i | i

Only part of the results is shown (hit frequency here may not be typical).
